Screens as filed in PubChem.
OXTR potentiator = potentiators of human oxytocin receptor. P30559. CHO-OTR cells, Fluo-8 calcium fluorescence, potentiator mode; 0% = oxytocin EC15, 100% = EC100. activation, % at 3 µM. 320,000 compounds, 0.061% hits;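 active means activation above that plate's cutoff, the mean activation of tested compounds plus 3 SD, cut at about 6.6% in these data, passing the limit was not always enough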;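 further: 100% uses oxytocin at 75 nM as the full agonist control; some results filed as inactive read as strong as hits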
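Assay system: CHO cell line stably expressing human OTR | Also added: Oxytocin at about EC15, sub-maximal agonist stimulus | Times: Compound 6 min at room temperature before oxytocin, 100 s read | Measured by: Fluo-8 intracellular calcium fluorescence, ex 470-495, em 515-575 nm | Controls: EC15 oxytocin alone as 0%, 75 nM oxytocin as 100%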
TAAR1 agonist = agonists of human TAAR1; CHO RD-HGA16 TAAR1, Fluo-8 calcium fluorescence; vehicle wells 0%, saturating PEA agonist 100%; AID 624467; 360,000 compounds, 0.99% hits; activation, % at 3 µM;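 active means activation above the mean activation of all test compounds in the run plus 3 SD, cut at about 38% in these data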
Target sequence (Q96RJ0 whole entry, looked up): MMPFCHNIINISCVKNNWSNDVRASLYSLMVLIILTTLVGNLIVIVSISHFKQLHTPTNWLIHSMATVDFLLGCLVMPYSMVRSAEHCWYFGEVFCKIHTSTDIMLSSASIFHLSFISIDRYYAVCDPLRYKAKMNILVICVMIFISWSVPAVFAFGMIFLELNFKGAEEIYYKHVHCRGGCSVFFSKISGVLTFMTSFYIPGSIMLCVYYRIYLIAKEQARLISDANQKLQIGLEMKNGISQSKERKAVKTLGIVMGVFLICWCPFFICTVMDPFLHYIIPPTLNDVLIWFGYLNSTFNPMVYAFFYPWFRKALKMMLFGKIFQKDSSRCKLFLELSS
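Assay system: CHO-derived RD-HGA16 cells with stable Gα16 and human TAAR1; timing: 17-24 h seeding, 75 min 37 °C dye, 30 min RT; read-out: % activation from peak over basal fluorescence ratio, DMSO-to-PEA scaled; measured by: kinetic Fluo-8 calcium fluorescence; benchmarks: low control DMSO, high control PEA (EC100); doses: 3 µM single concentration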
M1 antag = blocks human M1 muscarinic receptor; 360,000 compounds, 1.3% hits; CHO-K1 hM1, Fluo-8 calcium fluorescence, ACh EC80 antagonist; inhibition, % at 3 µM; P11229;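 active means percent inhibition above its own plate's cutoff, namely the mean of that plate's compound wells plus 3 SD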;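 further: peak over basal fluorescence ratio during 140 s after agonist addition; 0% = ACh EC80 plus DMSO and 100% = DMSO alone without agonist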
OXTR agonist = agonists of human oxytocin receptor | CHO-OTR cells, Fluo-8 calcium fluorescence; normalized: DMSO 0%, oxytocin 100% | activation, % at 3 µM | 320,000 compounds, 0.32% hits;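 active means activation above the mean of all tested compounds plus 3 SD, cutoff set per screening run, cut at about 20% in these data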;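 further: peak over basal fluorescence ratio from a 100 s FLIPR kinetic read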
V1R ag counter = activates human V1a receptor in oxytocin agonist counter-screen | CHO-V1R cells, Fluo-8 calcium fluorescence, agonist mode; 0% DMSO, 100% 3 nM vasopressin | activation, % at 3 µM | P37288 | 320,000 compounds, 0.25% hits;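 active means activation above the mean activation of all tested compounds plus 3 SD, per screening run, cut at about 20% in these data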;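 further: signal is peak over basal fluorescence ratio across a 100 second FLIPR read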
Target sequence (P37288 whole entry, looked up): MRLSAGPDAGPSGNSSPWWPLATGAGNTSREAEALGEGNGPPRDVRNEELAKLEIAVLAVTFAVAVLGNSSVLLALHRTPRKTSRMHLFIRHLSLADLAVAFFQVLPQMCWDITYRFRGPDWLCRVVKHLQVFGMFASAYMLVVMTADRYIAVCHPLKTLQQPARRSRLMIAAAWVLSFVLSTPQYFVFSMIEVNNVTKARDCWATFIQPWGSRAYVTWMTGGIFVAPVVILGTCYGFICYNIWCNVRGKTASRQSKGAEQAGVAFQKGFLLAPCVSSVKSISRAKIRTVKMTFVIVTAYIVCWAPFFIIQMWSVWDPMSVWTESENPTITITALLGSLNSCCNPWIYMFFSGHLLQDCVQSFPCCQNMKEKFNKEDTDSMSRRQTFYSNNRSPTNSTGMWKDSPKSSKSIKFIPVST
M1 ag = agonists of human M1 muscarinic receptor. P11229. CHO-K1 hM1, Fluo-8 calcium fluorescence, agonist mode; 0% DMSO, 100% acetylcholine EC100. activation, % at 3 µM. 360,000 compounds, 0.33% hits;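 active means activation above the run's mean compound activation plus 3 SD, cut at about 16% in these data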;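 further: peak over basal fluorescence ratio within a 140 s kinetic read after compound addition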
TAAR1 antagonist = antagonists of human TAAR1 | inhibition, % at 3 µM | CHO RD-HGA16 TAAR1, Fluo-8 calcium fluorescence, antagonist | 360,000 compounds, 1.5% hits | AID 624466;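 active means inhibition above a per-plate cutoff, the mean inhibition of test compounds on that plate plus 3 SD, cut at about 49% in these data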;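 further: 0% = DMSO plus EC80 beta-PEA response and 100% = DMSO alone without agonist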
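Test system: CHO RD-HGA16 cells bearing hTAAR1 | Reagent: β-PEA, EC80 | Compound dosing: 3 µM, single point | Schedule: Dye loading 75 min at 37 °C, then 30 min room temperature | Signal: Calcium fluorescence with Fluo-8 | Evaluation: Percent inhibition of PEA-evoked calcium signal, max/basal emission ratio | Control set: DMSO-only wells and EC80 β-PEA-stimulated wells | Repeats: Singlicate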
CHO parental Ca = counter-screen: ATP calcium response change in parental CHO cells. parental CHO-K1, ATP-induced calcium, Fluo-8 fluorescence. inhibition, % at 5.6 µM. 330,000 compounds, 0.63% hits;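 active means inhibition above that plate's mean sample inhibition plus 3 SD, cut at about 26% in these data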;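 further: 0% = ATP-challenged DMSO wells and 100% = DMSO wells without ATP; some compounds past the cut are filed as inactive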
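Material – parental CHO cells · Reagent – ATP stimulus · Compound – single nominal dose of 5.6 µM per compound · Detection – Fluo-8 fluorescence · Read-out basis – percent inhibition of calcium signal · Controls – ATP-challenged DMSO wells low, unchallenged DMSO wells high · Repeats – no replicates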
M1 PAM = positive allosteric modulators of human M1 muscarinic receptor; P11229; CHO-K1 hM1, Fluo-8 calcium fluorescence, ACh EC20; 0% = ACh EC20, 100% = maximal ACh; activation, % at 3 µM; 360,000 compounds, 0.088% hits; AID 588819; in the data active means activation above about 19%, passing the limit was not always enough
Active calls of the source: *; . = no result given.

entry	SMILES	OXTR potentiator	TAAR1 agonist	M1 antag	OXTR agonist	V1R ag counter	M1 ag	TAAR1 antagonist	CHO parental Ca	M1 PAM
1	CCCS(=O)(=O)NCCc1cc2cc(C)c(C)cc2[nH]c1=O	-10	7	-16	-0.5	0.1	-4	-1	-12	6
2	O=C1CC(c2cccnc2)c2cc3c(cc2N1)OCCO3 (configuration not stated)	-1	1	39*	0.7	0.7	-1	-3	-7	-9
3	O=C(NCCSc1ccccc1)c1ccccc1Cl	-5	1	-5	-1.1	-0.2	-7	3	-19	6
4	CCN(CC)C(=O)c1ccc(Nc2nnc(-c3ccc(O)cc3)c3ccccc23)cc1	-8	0	-16	-0.4	-0.5	-9	28	-3	6
5	CC(=O)N[C@@H]1[C@@H](O)[C@@H]2OC(c3ccccc3)OC[C@H]2O[C@@H]1N=[N+]=[N-] (some centres not stated)	-5	-1	1	0.4	-0.2	-1	-12	-3	3
6	CCOC(=O)c1c(C)n(C)c2ccc(OC)c(NC(=O)c3cccs3)c12	-14	4	-12	-2.7	-1.8	-1	2	-28	8
7	CCOC(=O)CC1COCCN1C(=O)c1cc(COc2ccc(F)cc2Cl)on1 (configuration not stated)	-11	4	-4	0.6	9.0	-1	3	-5	4
8	COc1cc2cc(CCCOC(=O)CCC(=O)O)oc(=O)c2cc1OC	2	2	2	0.9	1.8	-1	5	-6	2
9	Cc1ccc(S(=O)(=O)N2CCCCC2)cc1NC(=O)C1CCN(C(=O)OC(C)(C)C)CC1	.	2	-4	.	.	-4	-17	.	-4
10	COC(=O)c1ccccc1NC(=O)C1CCC(=O)N1S(=O)(=O)c1ccc(C)cc1 (configuration not stated)	-5	15	-12	0.3	0.4	-1	-21	-15	8
11	Cc1cccc(C)c1NC(=O)CNC(=O)c1cncc(Br)c1	6	2	-12	1.1	0.3	-6	2	-5	7
12	CC(C)OC(=O)CCCCCN1C(=O)CSC1=S	-5	17	5	-0.9	1.8	-6	0	-15	-1
13	COc1cc(/C=N/NC(=O)c2cccc(S(=O)(=O)N3CCCCC3)c2)cc(Br)c1O	-10	2	-9	-0.2	0.6	0	-16	-14	13
14	C/C(Cl)=C\Cn1c(Nc2cccc(C)c2)nc2c1c(=O)n(C)c(=O)n2C	0	10	-1	-1.4	-1.1	-10	-25	-29	2
15	Nc1ccc(N(CCO)CCO)cc1	-6	6	2	-0.4	0.1	0	18	-2	3
16	CCc1ccc(NC(=O)Cn2nnc(C(=O)NCc3ccc4c(c3)OCO4)c2N)cc1	-3	4	-13	0.5	0.0	0	-21	19	11
17	O=C(Nc1ccc(F)cc1F)c1csc(-c2cccs2)n1	-3	4	-16	-2.5	-1.6	-6	-13	-15	10
18	COCCCNC(=O)c1ccc(N2CCOCC2)c(NS(=O)(=O)c2ccc(OC)cc2)c1	-4	6	19	-0.1	-0.1	-3	-1	-20	-3
19	O=C(COC(=O)c1ccccn1)Nc1c(Cl)cccc1Cl	2	13	-6	1.1	1.2	-3	-16	-10	7
20	CC(C)CCn1c(SCC(=O)NC2CC2)nc2cc(Cl)ccc2c1=O	-4	4	-4	-1.0	0.0	0	-18	-8	14
21	CCOC(=O)c1oc2ccc(S(=O)(=O)Nc3ccc4c(c3)n(C)c(=O)n4C)cc2c1C	-7	8	6	13	11	0	4	17	-10
22	O=C(Nc1ccccc1)c1cccc(N2C(=O)CCC2=O)c1	-2	17	-21	-0.1	0.6	-1	-1	-7	2
23	CCc1cc(C(=O)N=Nc2c(O)[nH]c3ccc([N+](=O)[O-])cc23)c2ccccc2n1	-14	3	7	-1.5	-0.7	-5	7	-5	-2
24	Cc1onc(-c2ccccc2)c1C(=O)NC(=S)NNC(=O)c1ccc(O)cc1	2	5	-8	-2.2	0.2	-2	-8	-12	2
25	O=c1c2c([nH]c3ccc(Br)cc13)CCCC2	-9	-3	-18	1.1	2.0	-5	-10	-4	9
26	CCOc1ccc(S(=O)(=O)/N=C(\N)c2ccccc2)cc1	-4	4	-6	2.3	2.3	1	-13	-4	-1
27	CNc1snc(C)c1C(=O)OCC(=O)c1ccc(OC)c(F)c1	-7	8	40*	15	8.7	0	11	-6	-17
28	COc1ccc(N(CC(=O)NCCSc2ccccc2)S(=O)(=O)c2ccccc2)c(OC)c1	-9	13	14	0.9	1.8	0	59*	-23	-5
29	Cc1cccc(CC(=O)N2CCCC2)c1	-7	4	-9	-0.1	0.0	-3	-3	1	3
30	Clc1ncnc2c1oc1ccccc12	-5	7	-9	-1.0	-0.6	-3	-6	-6	5

Record cards, from the list above. Values in the order: OXTR potentiator | TAAR1 agonist | M1 antag | OXTR agonist | V1R ag counter | M1 ag | TAAR1 antagonist | CHO parental Ca | M1 PAM
`Nc1ccc(N(CCO)CCO)cc1` is entered as -6 | 6 | 2 | -0.4 | 0.1 | 0 | 18 | -2 | 3
`C/C(Cl)=C\Cn1c(Nc2cccc(C)c2)nc2c1c(=O)n(C)c(=O)n2C` is entered as 0 | 10 | -1 | -1.4 | -1.1 | -10 | -25 | -29 | 2
`Cc1cccc(CC(=O)N2CCCC2)c1` is entered as -7 | 4 | -9 | -0.1 | 0.0 | -3 | -3 | 1 | 3
`CCN(CC)C(=O)c1ccc(Nc2nnc(-c3ccc(O)cc3)c3ccccc23)cc1` is entered as -8 | 0 | -16 | -0.4 | -0.5 | -9 | 28 | -3 | 6

(continued)
entry	SMILES	OXTR potentiator	TAAR1 agonist	M1 antag	OXTR agonist	V1R ag counter	M1 ag	TAAR1 antagonist	CHO parental Ca	M1 PAM
31	COc1cccc(-n2cc(CNCc3cn(C)nc3-c3ccccc3F)cn2)c1	-1	4	3	1.6	1.9	-5	-12	-8	1
32	COc1cc(CCC(=O)Nc2cccc(C(F)(F)F)c2)cc(OC)c1OC	-13	3	-4	-0.8	0.8	-8	-26	-15	9
33	Cc1ccc(C)c(C(=O)COc2ccc(C)nc2[N+](=O)[O-])c1	0	-1	7	-2.2	-0.6	-2	-12	-11	-8
34	COc1cc(C(=O)NC2=NCCS2)ccc1OCc1c(C)noc1C	-1	8	-14	0.4	1.3	-7	2	-8	-3
35	COc1ccc(Cl)cc1NC(=O)CN(C)C(=O)Cc1ccc(-c2ccccc2)cc1	-4	8	5	0.5	0.9	-3	-7	-30	0
36	COCc1cccc(C(=O)NC(c2ccccc2)c2ccccc2)c1	4	-2	-11	-1.4	-1.3	-3	-25	-5	9
37	O=C1/C(=C/c2ccccc2)NC(=S)N1C(c1ccccc1)c1ccccc1	-8	15	-6	-0.9	-0.2	-3	28	-32	5
38	CNC(=O)CSc1nnc(COc2ccc(Cl)cc2)n1CCOC	3	4	-3	1.1	1.1	-6	4	-1	6
39	Cn1nnnc1SCC(=O)c1cccs1	-3	-2	-16	-0.5	-0.3	-7	-16	7	8
40	CCOC(=O)N1CCN(C(=S)NCCOC)CC1	1	13	-2	-0.1	0.0	-5	-1	7	7
41	O=C(NC(=O)N1CCN(c2cccc(Cl)c2)CC1)c1ccc(Cl)cc1	-6	-1	-15	0.0	0.6	-5	0	-3	7
42	O=C(c1ccccc1)N1CCN(c2ncnc3sc4c(c23)CCC4)CC1	-12	19	11	13	8.6	3	31	27	-6
43	COc1ccc(C(=O)C2CCCN(C(=O)C3CCOCC3)C2)c(C)c1 (configuration not stated)	-8	-1	-9	-0.6	0.2	-8	8	-12	8
44	CCOC(=O)CNS(=O)(=O)c1ccc(C(=O)O)cc1	-8	5	-20	0.0	0.3	-1	-1	-6	2
45	COc1ccc(NC(=O)C2Cc3c(-c4cccc(C(N)=O)c4)ccnc3O2)cc1 (configuration not stated)	.	7	-16	.	.	0	-25	.	6
46	Cc1cccc(C)c1NC(=S)N(Cc1ccccc1)Cc1cccs1	-2	2	2	-1.3	-1.0	-6	16	-23	-4
47	O=C1CCC(c2ccccc2)(C2CCN(Cc3ccccc3)CC2)C(=O)N1 (configuration not stated)	-5	1	98*	0.2	1.4	-6	-5	-2	-24
48	CCCC(C)NC(=O)COC(=O)c1cccc(NS(C)(=O)=O)c1 (configuration not stated)	-2	1	-17	-0.6	-0.2	-2	-10	-4	12
49	Cc1cccc2c(C(=O)O)c3cccc(C)c3nc12	4	8	-6	0.7	0.6	-3	-19	-9	4
50	O=C(CSc1ccc2nnc(-c3cccnc3)n2n1)Nc1ccccc1	-2	3	-10	-0.2	0.1	-2	-27	2	10
51	CCC1CCCCN1S(=O)(=O)c1ccc(NC(=O)c2cccnc2)cc1 (configuration not stated)	-6	6	-7	2.3	2.3	-2	9	-6	3
52	O=C(C1COc2ccccc2O1)N1CCCCC1 (configuration not stated)	2	1	29	-0.8	0.3	-2	-1	-6	-12
53	S=C(N/N=C/c1ccc(Cl)cc1)N1CCOCC1	0	7	-10	-1.1	0.6	-4	-15	-15	8
54	OCc1cc(CO)c(O)c(CCc2ccccc2)n1	-6	4	-12	-0.3	1.1	-4	9	6	8
55	COc1ccccc1N=Nc1ccc(O)c2ncccc12	-16	2	2	-2.2	-1.1	0	25	-1	0
56	N#Cc1c(-c2cccs2)nc(SCC(=O)c2ccc(Br)cc2)[nH]c1=O	-4	1	-15	1.4	-0.8	-2	-5	-10	8
57	CN(CCC1CCCCO1)C(=O)CCc1nnc(Cc2c[nH]c3ccccc23)o1 (configuration not stated)	-1	3	-23	1.8	0.1	-1	-5	-11	12
58	COc1cccc(CNCc2cccnc2)c1OCc1ccccc1	-2	0	-5	-0.4	-0.2	-7	11	-6	2

Two entries from above in a different format.
Values in the order – OXTR potentiator, TAAR1 agonist, M1 antag, OXTR agonist, V1R ag counter, M1 ag, TAAR1 antagonist, CHO parental Ca, M1 PAM
43: COc1ccc(C(=O)C2CCCN(C(=O)C3CCOCC3)C2)c(C)c1 (configuration not stated)
  -8, -1, -9, -0.6, 0.2, -8, 8, -12, 8
44: CCOC(=O)CNS(=O)(=O)c1ccc(C(=O)O)cc1
  -8, 5, -20, 0.0, 0.3, -1, -1, -6, 2
